12-LOX inh: Primary qHTS assay for inhibitors of human arachidonate 12S-lipoxygenase (ALOX12): Round 2. purified 12hLO, xylenol orange hydroperoxide absorbance. hit rate 1.1% among 580,000. AID 1671190, 2021. Polyunsaturated fatty acid lipoxygenase ALOX12 (Homo sapiens), P18054. Potency, µM (series often up to 108 µM), inactives show top-dose activity change, negative = inhibition, most hits filed as inhibitors; active = well fitted inhibition curve with a large enough effect; inconclusive = small, poorly fitted or top-dose-only effect, or another doubt; inactive = no such curve, though single readings can be large or run the other way
Target sequence (P18054 whole entry, looked up): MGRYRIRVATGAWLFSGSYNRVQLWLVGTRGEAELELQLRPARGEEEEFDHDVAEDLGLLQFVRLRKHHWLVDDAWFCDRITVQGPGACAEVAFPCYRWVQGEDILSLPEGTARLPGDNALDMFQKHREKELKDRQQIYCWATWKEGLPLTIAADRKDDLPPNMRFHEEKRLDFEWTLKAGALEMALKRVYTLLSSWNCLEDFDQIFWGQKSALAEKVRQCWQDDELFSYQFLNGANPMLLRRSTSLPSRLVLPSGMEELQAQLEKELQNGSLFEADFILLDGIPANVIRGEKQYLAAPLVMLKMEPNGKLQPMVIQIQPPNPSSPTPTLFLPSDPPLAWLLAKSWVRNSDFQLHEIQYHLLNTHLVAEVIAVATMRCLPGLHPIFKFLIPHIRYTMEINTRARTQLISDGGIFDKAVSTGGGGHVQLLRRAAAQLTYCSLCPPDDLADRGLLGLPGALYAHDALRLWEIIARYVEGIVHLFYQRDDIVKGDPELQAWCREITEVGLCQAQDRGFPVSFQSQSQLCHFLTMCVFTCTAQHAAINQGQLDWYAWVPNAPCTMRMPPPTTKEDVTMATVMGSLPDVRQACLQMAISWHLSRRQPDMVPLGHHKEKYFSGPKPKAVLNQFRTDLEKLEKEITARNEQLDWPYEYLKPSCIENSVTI
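Purified human 12hLO at 150 nM in 25 mM Hepes, 0.01% Triton X-100, pH 7.0, preincubated 15 min at room temperature with compound. Reaction started with 40 uM arachidonic acid, 30 min at room temperature. Hydroperoxide measured by Fe-xylenol orange, 573/405 nm absorbance ratio.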
The depositor's hits bear a star; ? = inconclusive; [ ] = another dose, or the depositor's remark. % is scaled to controls: 0 for no effect and ±100 for the full control effect; potency is read from the fitted curve at half-maximal effect. Only part of the results is shown; rates above refer to the full screens.

SMILES	12-LOX inh
O=C(Cc1cccc(Cl)c1)N1CCCC(c2nn(-c3cccc(Cl)c3)c(=O)[nH]2)C1 (configuration not stated)	15.8µM*
N#Cc1ccccc1N1CCN(C(=O)CCc2nc3ccccc3[nH]2)CC1=O	-19.5%
CC(=O)Nc1ccc(S(=O)(=O)N[C@H]2CO[C@H]3[C@@H]2OC[C@@H]3Nc2nccc(-c3cccc(F)c3)n2)cc1	30.2%[activator]
COc1cccc(-c2ncc3c(n2)OCCN(c2ccccc2)C3=O)c1OC	-12.8%[176 µM]
COc1ccc(NC(=O)COC(=O)c2cc3ccccc3cc2O)cc1Cl	14.5%
CCCCCCCCN1C(=O)[C@@H](CC(=O)NCCC(C)C)C[C@@]2(C(=O)OC)C1=C[C@H](C(C)(C)C)O[C@@H]2C	-14.7%
NC(=O)C1(N2CCCCC2)CCN(c2ncncc2-c2nc(-c3ccccc3)no2)CC1	45.4%[activator]
O=C(Nc1nc2ccccc2s1)c1noc2c1CSc1ccccc1-2	?
Cc1nc2c(C(=O)N3CCC(c4cc(CC(=O)O)[nH]n4)CC3)cccc2[nH]1	-11.7%
Cc1cc(CNC(=O)[C@@H]2CCC[C@@H](NC3CCC3)CN(C)C(=O)C2)no1	-0.2%[176 µM]
COCCn1c(C)cnc1CC1CCN(C(=O)c2ccc(C)s2)CC1	2.8%
COc1ccccc1-n1c(=O)[nH]c2cccnc21	?
Cc1ccc(CNC(=O)N2CCC(OC3CCN(Cc4ccccc4)CC3)CC2)cc1	4.9%
Cc1c(F)cccc1NC(=O)N1C[C@@H](F)C[C@H]1C(=O)N1CCOCC1	35.3%[activator]
COc1cc(OC)cc(C(=O)Oc2ccc(-c3ccccc3)cc2)c1	60.7%
c1ccc2cc(-c3ccn[nH]3)ccc2c1	?
Cc1ccc(CS(=O)Cc2c(F)cccc2Cl)cc1 (configuration not stated)	-24.7%
Cc1cc(=O)oc2cc(OCC(=O)N3CCc4sccc4C3c3ccccc3)ccc12 (configuration not stated)	?
Cn1c(=O)n(C)c2cc(NC(=O)CN3C(=O)COc4ccc(C(C)(C)C)cc43)ccc21	?
O=C(Cc1cccc(C(F)(F)F)c1)NC1(c2ccccc2)CCC1	35.5µM*
COC[C@@H]1CN(Cc2cccc(C)c2)C[C@H]1C(=O)NC1CC1	39.9%[activator]
CC(C)CCNC(=O)C1CC(=O)N(c2n[nH]c3ccccc23)C1 (configuration not stated)	28.3%
Cc1ccccc1C1(O)CCN(C(=O)c2ccc(C#CC(C)(C)O)o2)C1 (configuration not stated)	6.6%
CC1(CNc2ccccc2)COc2ccc(C(=O)NCCc3ccccn3)cc2N1 (configuration not stated)	12.5%[176 µM]
CC(C)=CC(=O)N[C@H]1C[C@@H](C(=O)N[C@H](Cc2ccccc2)C(N)=O)N(C(=O)C=C(C)C)C1	1.9%[176 µM]
Cc1ccc(S(=O)(=O)NC(CCCNC(=O)OCc2ccccc2)C(=O)O)cc1 (configuration not stated)	?
CN(Cc1nc(-c2ccccc2)no1)CC1(O)CNCCOC1 (configuration not stated)	?
COc1ccc(S(=O)(=O)NCCc2nnc3ccc(SCc4ccccc4Cl)nn23)cc1	-19.1%
COC[C@H]1CCCN1c1ccc2c(c1)O[C@H](COCc1ccccc1)CN([C@@H](C)c1ccccc1)S2(=O)=O	7.2%
O=C(Nc1ccc([C@H]2OCC(=O)N(Cc3ccc(F)cc3)[C@@H]2CO)cc1)C1CC1	2.2%[176 µM]
CC(C)N(CCCNC(=O)Nc1ccc(C(C)(C)C)cc1)C[C@H]1O[C@@H](n2cc(Br)c3c(N)ncnc32)[C@H](O)[C@H]1O	-15.4%[57.4 µM]
CC1CCC(Nc2ncncc2-c2nc(-c3ccccc3)no2)CC1 (configuration not stated)	35.0%[activator]
CCONC(=O)CCC1Cc2ccccc2NC1=O (configuration not stated)	-35.9%
COC(=O)c1ccc2nc(C[C@@H]3C[C@@H](C(C)C)[C@H](CNC(=O)c4ccccc4)C=C3C)[nH]c2c1	3.3%
O=C(NCc1ccncc1)C1(c2cccc(C(F)(F)F)c2)CCOCC1	23.0%
CSCCC(C(=O)Nc1c(C)cccc1C)n1c(COc2ccc(C)cc2)nc2ccccc21 (configuration not stated)	-3.6%
COCCCNC(=O)c1ccc2c(c1)n(Cc1cccc(OC)c1)c(=O)c1ccnn12	22.6%
COCCn1c(=O)c(C)nc2cnc(Oc3cccc(Cl)c3)nc21	0.0%
COc1ccccc1C(=O)NCc1nnc2cc(-c3nc(C(C)C)no3)ccn12	46.3%[activator]
COc1ccc2cc(CNC3CCS(=O)(=O)C3)c(-c3ccc(OC)c(OC)c3)nc2c1 (configuration not stated)	3.9%
O=C(O)c1ccc(/C=C/C(=O)c2cccs2)cc1	-0.7%
CC(C)N1C(=O)CO[C@H]2CCN(Cc3cccc(C#N)c3)CC[C@@H]21	12.4%[176 µM]
CN(CC(=O)Nc1cc2[nH]c(=O)[nH]c2cc1Br)Cc1ccccc1N1CCCCC1	36.1%[activator]
Cc1cc(C)n2c(Nc3ccc4c(c3)OCCO4)c(-c3ccccn3)nc2n1	-6.2%
CCn1c(N2CCN(CCCc3ccccc3)CC2)nc2c1c(=O)[nH]c(=O)n2C	3.1%
CCOC(=O)C(C(=O)O)C1CCCCC1 (configuration not stated)	-13.1%
Cc1n[nH]c(C)c1CN1CCc2nn(C)c(=O)n2CC1	46.5%[activator]
Nc1nccnc1C(=O)NCc1csc(Br)c1	?
Cn1cncc1CNC(=O)c1cc(-c2ccc(F)cc2)cc2ncn(C)c12	-2.1%[176 µM]
CCc1ccc(C(=O)CSc2n[nH]c(CC)n2)cc1	3.8%
O=C1NC2(CCN(C(=O)c3ccc(C(F)(F)F)cc3)CC2)Oc2ccccc21	7.1%
CC(=O)Nc1cccc(-c2ccc3c(n2)CN(Cc2ccccc2)C(=O)CO3)c1	19.2%[176 µM]
O=C(NCc1ccc(S(=O)(=O)N2CCOCC2)cc1)c1ccc(OC(F)(F)F)cc1	-1.2%
CC(C)C[C@H](NS(=O)(=O)c1ccc(F)cc1F)C(=O)N1CCC[C@H]1C(=O)NCc1ccccc1	-0.3%
Cc1cn2c(=O)c(S(=O)(=O)Nc3ccc(C)c(Cl)c3)c(C)nc2s1	-29.9%
CSCc1ccc(C(=O)N2CC[C@@H]3[C@@H](CCC(=O)N3CCN)C2)o1	35.8%
COc1ccc(C(=O)N[C@H]2CO[C@H]3[C@@H]2OC[C@@H]3n2nnnc2-c2ccc3c(c2)OCO3)cc1	15.4%
Fc1ccc(-c2cc(C(F)(F)F)[nH]n2)cc1	-0.2%
NC(N)=NC(N)=Nc1ccc(F)cc1	2.8%
CCOC(=O)Cc1c(-c2cccc(Cl)c2)nc2c3ccccc3ccn12	0.0%

Pulled by compound from the entries so far, seven records:
SMILES	12-LOX inh
O=C(NCc1ccc(S(=O)(=O)N2CCOCC2)cc1)c1ccc(OC(F)(F)F)cc1	-1.2%
Fc1ccc(-c2cc(C(F)(F)F)[nH]n2)cc1	-0.2%
Cc1cn2c(=O)c(S(=O)(=O)Nc3ccc(C)c(Cl)c3)c(C)nc2s1	-29.9%
CCc1ccc(C(=O)CSc2n[nH]c(CC)n2)cc1	3.8%
CC(C)N1C(=O)CO[C@H]2CCN(Cc3cccc(C#N)c3)CC[C@@H]21	12.4%[176 µM]
O=C(O)c1ccc(/C=C/C(=O)c2cccs2)cc1	-0.7%
CCOC(=O)C(C(=O)O)C1CCCCC1 (configuration not stated)	-13.1%

More records.
SMILES	12-LOX inh
O=C(c1cc2cc(Cl)ccc2oc1=O)N1CCc2ccccc2C1	-3.0%
CCCCCOc1ccc(C2CC(=O)CC(=O)C2C(=O)OCC)cc1 (configuration not stated)	?
COc1ccc(OC)c(/C=C/C(=O)OC2(C(F)(F)F)C(=O)Nc3c2ccc2ccccc32)c1 (configuration not stated)	-83.6%
O=C(C(=O)N1CCC(c2ccccc2)CC1)c1ccccc1	?
CCOc1ccc2cc(-c3csc(Nc4ccc(C)cc4)n3)c(=O)oc2c1	?
COc1ccc(C(NC(=O)c2cccc(OC(F)F)c2)C2CC(O)C2)cn1 (configuration not stated)	28.8%
Cc1nc2cc(NC(=O)COc3ccccc3C(C)(C)C)ccc2o1	-22.6%
CCC1=C(C(=O)OC)C(c2ccccc2F)N2C(CC(=O)NCC3CCCO3)=CSC2=N1 (configuration not stated)	23.0%
COc1cccc(CN2CC(Oc3ccccc3C(=O)NC3CC3)C2)c1	9.3%
CCCOc1ccc(C(=O)NC2CCCCNC2=O)cc1OCCC (configuration not stated)	11.6%
Cc1nc(C)c(C(=O)NCC2Cn3cccc3C(=O)N2CC(C)C)s1 (configuration not stated)	87.4%[activator]
COC1CCCN(Cc2cn(-c3ccc(F)cc3)nc2-c2ccccc2Cl)C1 (configuration not stated)	49.5%[activator]
COc1cc(=O)n2c(c1C(=O)N(C)Cc1cscn1)CCN(Cc1ccc3c(c1)OCCO3)CC2	1.3%
O=C(CSc1nnnn1C1CCCCC1)NCc1ccccc1CN1CCOCC1	23.2%
COc1ccc(-n2c(C)c([N+](=O)[O-])c3ccc(O)cc32)cc1	-7.7%[57.4 µM]
Nn1c(SCc2ncc(-c3ccccc3)o2)nnc1-c1cccc(Cl)c1	-29.4%
CCOC(=O)c1ccc(NC(=O)c2ccc3c(c2)N(C)C2CCCCN2C3=O)cc1 (configuration not stated)	?
CC(C)(C)CC(=O)NCc1cccnc1Oc1cccc(C(F)(F)F)c1	17.1%
COCCN1CCNc2nc(COc3ccccc3OC(F)(F)F)n(Cc3ccccc3)c2C1=O	8.9%
CCCc1cc(=O)oc2c(C)c(OC/C=C(\C)CCC=C(C)C)ccc12	?

A run of entries of the results above, as a working copy:
SMILES	12-LOX inh
COCCN1CCNc2nc(COc3ccccc3OC(F)(F)F)n(Cc3ccccc3)c2C1=O	8.9%
CCCc1cc(=O)oc2c(C)c(OC/C=C(\C)CCC=C(C)C)ccc12	?

Other entries
SMILES	12-LOX inh
CCOc1ccc(NC(=O)CN2C(=O)c3cccc4cccc2c34)cc1	0.5%
C[S+](=O)([O-])c1cccc(NC(=O)Cc2c[nH]c3ncc(-c4cccnc4)cc23)c1	-13.6%[176 µM]
Cc1ccc(-c2cc3c(=O)n(CCNC(=O)c4ccc[nH]c4=O)ccn3n2)cc1C	-3.9%
COc1cccc2cc(-c3csc(-c4ccccc4F)n3)c(=O)oc12	-26.9%
CC1=C(C(=O)N2CCC(CCC(=O)Nc3ccc4c(c3)OCCO4)CC2)OCCO1	25.8%
COc1ccc(C(NC(=O)COc2ccccc2)c2nccn2C)cc1 (configuration not stated)	-2.3%
CC(C)N1C(=O)C2(CCCC2)C1C(=O)N1CCN(c2ncccn2)CC1 (configuration not stated)	35.9%
Cc1ccn2c(C(=O)N3CC[C@@](C)(O)[C@@H](O)C3)nnc2n1	57.2%[activator]
Cc1cccc(C)c1NC(=O)COc1ccc(S(=O)(=O)N2CCCC2)cc1C(N)=O	-20.8%
Cc1ccc(NC(=S)Nc2ccc(-c3nnc4n3CCCCC4)cc2)cc1C	?
CSc1ccccc1NC(=O)CN(C)C(c1ccccc1)c1ccccc1	-6.1%
CSc1nccc(-c2cc(NCc3cccnc3)nc3[nH]ccc23)n1	76.1%[activator]
CN1CCCC2(Cc3ccccc3CN(C(=O)c3ccc(Cl)cc3)C2)C1 (configuration not stated)	10.2%[6.33 µM]
CCOc1ccc(CC(=O)N2CCC[C@H]2c2nc(-c3ccccc3)no2)cc1	34.7%[activator]
Cc1cccc(C(=O)Nc2cccc(C3OC(=O)N(Cc4ccccc4)C3C(=O)N3CCOCC3)c2)c1 (configuration not stated)	29.5%
COc1cc(C)ccc1OCCOc1ccc(C)cc1I	1.7%
O=C(c1cn(-c2ccccc2)nc1-c1cccnc1)N1CCN(c2ccc(O)cc2)CC1	?
Cc1cccc(-c2ccc3c(c2)C(=O)N2CC[C@H](NC(=O)C4CCCC4)[C@H]2C(=O)N3)c1C	?
Nc1nccnc1C(=O)NCCc1ccc(Cl)cc1	-25.3%
CCOc1ccccc1CN1CCCC2(Cc3ccccc3CNC2=O)C1 (configuration not stated)	-0.4%[6.33 µM]
CCCCCCCCCCC(=O)N/N=C(/C)c1cccc(NC(=O)c2ccc(Cl)cc2Cl)c1	25.1%
CCCCN1CCN(C(=O)c2cc(-c3ccncc3)nc3c(C)c(C)ccc23)CC1	21.9%
O=C(NC[C@H]1OC[C@@H](NC2CCCCC2)[C@@H]1O)c1ccc(F)cc1	?
NCC1Cn2cccc2CN1Cc1ccccc1 (configuration not stated)	244.7%[activator]
COc1cccc(C(=O)N2CCCC(n3cc(-c4nc(C(C)C)no4)nn3)C2)c1 (configuration not stated)	13.3%
Cc1ccccc1C(=O)N1CCC2(CC1)OCC(C(=O)NCC1CCCO1)N2C(=O)c1ccccc1 (configuration not stated)	7.4%
CN1CCCC2(Cc3ccccc3CN(C(=O)CCCC(=O)O)C2)C1 (configuration not stated)	-1.5%[6.33 µM]
Cc1cccc(CN2CCc3ncc(C(=O)NCCN4CCNC4=O)n3CC2)c1	30.6%[activator][176 µM]
COC(=O)c1ccc(COc2ccc3c(=O)c(-c4ccc(OC)cc4)c(C)oc3c2)cc1	1.5%
CN(C)CCn1ccnc1C1CCN(S(=O)(=O)c2cnn(C)c2)CC1	21.6%
C=C(C)COc1ccc2c(=O)c(-c3ccc(Cl)cc3)coc2c1	-3.3%
CCN(CC)S(=O)(=O)c1ccc(C)c(NS(=O)(=O)c2cccc(C(C)=O)c2)c1	-4.3%
COc1c2ccccc2nn1-c1ccc(I)cc1	10.8%
CC(C)(C)C(=O)N1N=C(c2cccs2)CC1c1ccc2nccnc2c1 (configuration not stated)	1.3%
Cc1cc(=O)n(CC(=O)Nc2ccc(C(C)C)cc2)c(N2CCOCC2)n1	10.5%
Cc1nc(CCNC(=O)c2ccc(C(F)(F)F)cc2)no1	-10.8%

Compound activity from PubChem.
